# 14-3-3 PPI: 14-3-3 gamma protein interaction modulation | P61981 | FP, 14-3-3gamma / TMR-pS259-Raf peptide binding | inhibition, % at 40 µM | 160,000 tested, 0.19% active | AID 422; in the data active means inhibition above about 30%;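 further: 0% = protein plus tracer without compound and 100% = blank with tracer alone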
# Target sequence (P61981 whole entry, looked up): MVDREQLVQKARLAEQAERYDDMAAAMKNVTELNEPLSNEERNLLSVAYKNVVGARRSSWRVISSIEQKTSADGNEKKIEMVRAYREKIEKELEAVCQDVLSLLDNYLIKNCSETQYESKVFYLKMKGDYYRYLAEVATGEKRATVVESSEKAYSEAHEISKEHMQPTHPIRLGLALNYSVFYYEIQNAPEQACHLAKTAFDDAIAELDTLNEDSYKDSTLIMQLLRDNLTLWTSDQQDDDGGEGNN
# * hit, by the source's call; & = joins results of further samples. This is a subset; the hit share may differ from the screen's.
14-3-3 PPI	SMILES
-6	O=C(Nc1cccc(-c2nc3ccccc3c(=O)o2)c1)c1ccccc1
0	CS(=O)(=O)N1CCN(c2ccc([N+](=O)[O-])c(NCc3ccco3)c2)CC1
-55	CC(C)N1CCc2c(sc(NC(=O)c3ccc(S(=O)(=O)N4CCCCCC4)cc3)c2C(N)=O)C1
-11	Cc1ccc(-n2cnc3c(sc4nccc(N(C)C)c43)c2=O)cc1
-5	CCn1c(=O)c2[nH]c(-c3ccccc3)nc2n(CC)c1=O
-10	O=C(CCCN1C(=O)c2ccccc2C1=O)NC1=NCCS1
2	CC(C)C(C(=O)OCC(=O)c1ccc([N+](=O)[O-])cc1)N1C(=O)C2C3CCC(C3)C2C1=O (centres undefined)
-10	FC(F)(F)c1cccc(-n2cccc2)c1
-2	Cc1cccc2oc(-c3ccc(N=Cc4ccccc4O)cc3)nc12
-7	CC1=C(C(=O)Nc2ccc(Br)cc2)C(c2ccc(Br)cc2)NC(=O)N1 (centres undefined)
8	CC(=O)Nc1nonc1C(N)=O
-3	C=CCSc1nnc2c(n1)OC(c1sccc1C)N(C(C)=O)c1ccccc1-2 (centres undefined)
-9	CCn1nnnc1-c1ccc(OC)c(S(=O)(=O)Nc2ccc(I)cc2)c1
-4	COCCn1c(=O)[nH]c2cc(C(=O)NCCN3CCN(c4ccccc4F)CC3)ccc2c1=O
-3	O=C(CN1C(=O)CSC1=O)Nc1ccc(C(=O)O)cc1
-1	CSc1ccc(-c2ncnn2-c2ccc(C)c(Cl)c2)cc1
-11	CC1=C(C(=O)OCCOc2ccccc2)C(c2ccncc2)C2=C(CC(C)(C)CC2=O)N1 (centres undefined)
-2&-7	COc1cccc(C(=O)N(Cc2ccc(N(C)C)cc2)C2CCS(=O)(=O)C2)c1 (centres undefined)
14	CCn1c2ccccc2c2cc(NC(=O)c3cc4cc5ccc(OC)cc5nc4o3)ccc21
6	CCOC(=O)c1cnc2cc(Cl)c(OC)cc2c1Nc1cccc(C(F)(F)F)c1
-11	COc1ccc(OC)c(NC(=O)COc2ccccc2Cl)c1
-2	CC(=O)NCCc1nc2ccccc2n1Cc1ccccc1F
5	COC(=O)c1cnc(Nc2cc([N+](=O)[O-])ccc2OC)c2ccccc12
2	Cc1cccc(NC(=O)CSc2nnc(CNC(=O)c3ccco3)o2)c1C

# Gathered by group: the compounds so far with sulfur (10)
14-3-3 PPI	SMILES
0	CS(=O)(=O)N1CCN(c2ccc([N+](=O)[O-])c(NCc3ccco3)c2)CC1
-55	CC(C)N1CCc2c(sc(NC(=O)c3ccc(S(=O)(=O)N4CCCCCC4)cc3)c2C(N)=O)C1
-11	Cc1ccc(-n2cnc3c(sc4nccc(N(C)C)c43)c2=O)cc1
-10	O=C(CCCN1C(=O)c2ccccc2C1=O)NC1=NCCS1
-3	C=CCSc1nnc2c(n1)OC(c1sccc1C)N(C(C)=O)c1ccccc1-2 (centres undefined)
-9	CCn1nnnc1-c1ccc(OC)c(S(=O)(=O)Nc2ccc(I)cc2)c1
-3	O=C(CN1C(=O)CSC1=O)Nc1ccc(C(=O)O)cc1
-1	CSc1ccc(-c2ncnn2-c2ccc(C)c(Cl)c2)cc1
-2&-7	COc1cccc(C(=O)N(Cc2ccc(N(C)C)cc2)C2CCS(=O)(=O)C2)c1 (centres undefined)
2	Cc1cccc(NC(=O)CSc2nnc(CNC(=O)c3ccco3)o2)c1C

# Later entries
14-3-3 PPI	SMILES
-3	CC(=O)c1cccc(N(CC(=O)N2CCCC2)S(C)(=O)=O)c1
-15	CCOC(=O)c1c(NC(=O)c2ccc(S(=O)(=O)N3CCCc4ccccc43)cc2)sc2c1CCN(C)C2
0	CCOC(=O)N1CCN(C(=O)CN(C2CCCCC2)S(=O)(=O)c2ccc(F)cc2)CC1
3&-9	O=C(O)CN1CCN(Cc2ccccc2Cl)C1=O
9	CC(C)OC(=O)C(C)OC(=O)c1ccc(Cl)c([N+](=O)[O-])c1 (centres undefined)
5	COc1ccccc1Oc1ccc(S(=O)(=O)NCc2cccs2)cc1
-5	COC(=O)CSc1ncnc2c1cnn2Cc1ccccc1
-6	CCc1ccccc1NC(=O)N1C2CCCC1CC(NC(C)=O)C2 (centres undefined)
-20	CC(=O)c1ccc(NC(=O)c2ccc(-c3ccc(Cl)cc3)o2)cc1
-17	N#Cc1cc2c(nc1SCC(=O)Nc1sc3c(c1C#N)CCC3)CCCCC2
-28	O=C1NC(c2ccc(O)cc2O)Nc2sc3c(c21)CCCC3 (centres undefined)
-4&3	COc1ccc(N(C)C(=O)CC2(CC(=O)O)CCCCC2)cc1
-6	CC(NC(=O)C1CCN(S(=O)(=O)N2CCOCC2)CC1)c1ccc2c(c1)OCCO2 (centres undefined)
3	CCOC(=O)c1ccc(NC2=CC(=O)CC(C)(C)C2)cc1
-15	Cc1occc1C(=O)Nc1cc(=O)n(C)c(=O)n1C
-5	CCOC(=O)CCSc1nnc(-c2cccnc2)n1-c1ccccc1OC
2	COC(=O)c1ccccc1NC(=O)c1sc2ncnc(N(C)c3ccccc3)c2c1C
-2	CCN(C(=O)CSc1nc2ccccc2c(=O)n1C1CCCCC1)c1cccc(C)c1
-8	CC(C)(C)P(=O)(CO)c1ccccc1 (centres undefined)
0	Cn1c2ccccc2c2nnc(SCC(=O)Nc3cccc(F)c3)nc21
-1	Cn1c(CNC(=O)c2ccco2)nnc1SCC(=O)N1c2ccccc2Sc2ccccc21
-4	COc1ccc(S(=O)(=O)N(C)CC(=O)N2CCN(C)CC2)cc1C
-10	Cc1nc2ccc3nc(NC(=O)c4ccc(S(=O)(=O)N(C)c5ccccc5)cc4)sc3c2s1
-4&-18	CC(=O)N1CCc2cc(S(=O)(=O)NCCN3CCC(C)CC3)ccc21
-1	Cc1ccc[n+](CC(=O)Nc2ccccc2)c1
-3	Cc1cc(C)nc(SCc2nnc(SCC(=O)Nc3nccs3)n2Cc2ccco2)n1
-13	COc1cccc(N2CCN(C(=O)Cn3cnc4ccccc4c3=O)CC2)c1
6	O=C(Cc1ccccc1)N1CCN(S(=O)(=O)c2ccc(F)cc2)CC1
7	CC(=O)c1ccc(OC(=O)C2CCCCC2)cc1
-1	CN(C)c1cccc(NC(=O)CCc2ccccc2)c1
-31	O=[N+]([O-])c1cc(Cl)cc(C=Nc2ccc(-c3nc4cc(Cl)ccc4o3)c(O)c2)c1O
-4	Nc1ccc(Cc2nc3ccccc3[nH]2)cc1

# A different layout for four compounds above.
Structure	14-3-3 PPI
O=C(Cc1ccccc1)N1CCN(S(=O)(=O)c2ccc(F)cc2)CC1	6
CC(=O)c1ccc(OC(=O)C2CCCCC2)cc1	7
CN(C)c1cccc(NC(=O)CCc2ccccc2)c1	-1
O=[N+]([O-])c1cc(Cl)cc(C=Nc2ccc(-c3nc4cc(Cl)ccc4o3)c(O)c2)c1O	-31

# (list continues)
14-3-3 PPI	SMILES
0	COCCn1nnnc1CN(CCc1ccccc1)Cc1cc2ccc(C)cc2[nH]c1=O
-17	O=C(NCc1ccc(Cl)cc1)c1cccn2c(=O)c3cc(Cl)ccc3nc12
12	COc1ccccc1C1/C(=C(\O)c2ccc(C)cc2)C(=O)C(=O)N1CC(C)O (centres undefined)
-102	O=C(Nc1cccc(NC(=O)c2ccc(Cl)c([N+](=O)[O-])c2)c1)c1cccc(Cl)c1
0	CCn1nnnc1-c1ccc(OC)c(S(=O)(=O)NCCc2ccccc2)c1
-5	CC(Oc1ccccc1)C(=O)NCCSc1c[nH]c2ccccc12 (centres undefined)
2	CS(=O)(=O)Nc1ccc(C(=O)OC2CCCCC2)cc1
1	Cc1ccc(C(=O)Oc2c(Sc3ccccc3[N+](=O)[O-])c(C)nn2C(C)(C)C)cc1
-2	O=C(NCc1cccs1)c1ccc(N2CC3CC(C2)c2cccc(=O)n2C3)c(NS(=O)(=O)c2ccc3c(c2)OCCO3)c1 (centres undefined)
7	O=C(Nc1nnc(Cc2ccc(Cl)cc2)s1)c1cccc(Br)c1
-10	COc1ccc2[nH]c3c(c2c1)CCNC3C1CC=C(C)CC1 (centres undefined)
-1	CC(=O)C1=C(O)C(=O)N(c2ccc(O)cc2)C1c1cccc(F)c1 (centres undefined)
-11	CCCCC(=O)NC(c1ccco1)c1cc([N+](=O)[O-])c2cccnc2c1O (centres undefined)
-9&1	O=C(c1ccccc1-c1nc2ccccc2[nH]1)N1CCCCC1
-6	O=C(CCS(=O)(=O)c1cc(Br)cc2c1N(C(=O)C1CC1)CC2)Nc1ccccc1Cl
-3	Cc1cccc(OCc2nc(C)cc(=O)[nH]2)c1
5	COc1ccc(-c2cc(C(=O)NCCc3ccc(OC)c(OC)c3)c3ccccc3n2)cc1
-7	O=C(NC1CCCCCC1)c1ccc2c(c1)OCO2
4	Cn1cccc1-c1nc2ccc(NC(=O)c3ccccc3)cc2[nH]1
-5&-34	Cc1sc2c(c1C)C(=O)NC(c1cccc(O)c1)N2 (centres undefined)
-16	CCc1ccccc1Nc1nnc(-c2cc3c(CO)cnc(C)c3oc2=O)s1
-4	Cc1ccc(Cl)cc1NC(=O)Cn1cc2c(n1)CCCC2
-15	Cc1ccc(Cl)cc1-n1c(=O)cc(N2CCN(C(=O)c3ccco3)CC2)[nH]c1=O
-4	COc1ccccc1CNC(=O)C1CC(=O)N(CCc2ccc(C)cc2)C1 (centres undefined)
3	Cc1ccc(-n2c(=O)c3sccc3n(CC(=O)OCc3ccccc3)c2=O)cc1
0	CNC(=O)C1CC(=O)N(CCCc2ccccc2)C(=Nc2ccccc2)S1 (centres undefined)
-4	CSCCC(NC(=O)C1CCC(C)CC1)C(=O)O (centres undefined)
-7	Cc1ccc(Cl)cc1N1CCN(S(=O)(=O)c2c(C)nn(C)c2C)CC1
-25	CC1Cc2nc(SCC(=O)Nc3ccc(Br)cc3)n(C)c(=O)c2S1 (centres undefined)
7	COC(=O)CSc1nc(C)nc2c1oc1ccccc12
-24	O=C(CC1SC(=Nc2cccc(O)c2)NC1=O)Nc1ccc(Br)cc1 (centres undefined)
5	CC(C)(C)N(C=C(Cl)Cl)C(=O)NC1CCCCC1
-1	COC(=O)c1ccc(C2C=C(c3ccc(OC)cc3)Nc3ncnn32)cc1 (centres undefined)
-8	COCCCN1C(=O)c2cccc3c(N4CCOCC4)ccc(c23)C1=O
-2	C=CCc1c(C)nc(SCc2nc3ccccc3c(=O)[nH]2)[nH]c1=O
4	CC(C)(O)C#Cc1ccc(C#Cc2ccc(C#CC(C)(C)O)cc2)cc1
-9	COc1ccc(NC(=O)c2cccc(NC(=O)c3ccco3)c2)c(OC)c1
-2	O=C(Nc1cccc(C(F)(F)F)c1)c1cc2cc(Br)ccc2oc1=O
-4	O=C(Oc1ccc2c3c(c(=O)oc2c1)CCCC3)C(F)(F)F
-9	CCC(=O)Nc1ccccc1N1CCN(S(C)(=O)=O)CC1
-2&-7	O=C(C1CCN(S(=O)(=O)N2CCOCC2)CC1)N1CCN(Cc2ccccc2)CC1
-8	COc1ccc(OC)c(-c2cc(C(=O)N3CCN(c4ncccn4)CC3)c3ccccc3n2)c1
-6	CCCCCn1c(=O)[nH]c2cc(C(=O)NCc3cccc(Cl)c3)ccc2c1=O
-12	COc1cc(C2c3c(oc4ccc(Cl)cc4c3=O)C(=O)N2Cc2ccco2)cc(OC)c1OC (centres undefined)
-8	O=C(CSC1=NCCS1)Nc1ccc(S(=O)(=O)N2CCCCCC2)cc1
1	COc1ccccc1CNC(=O)CNCC1CCCO1 (centres undefined)
-5	O=C(NCCC1=CCCCC1)C1CCN(S(=O)(=O)c2cccnc2)CC1
-9	COc1ccc(NC(=O)CN2CCN(S(=O)(=O)c3ccc(Cl)cc3)CC2)cc1
1	CCc1ccc(C2CC(c3ccc(C)cc3)Nc3nc(N)nn32)cc1 (centres undefined)
-9	CCOC(=O)c1c(C)c(C(=O)NCCN2CCOCC2)c(C)n1CC
14	CCOC(=O)c1cnc2ccc(C)cc2c1Nc1ccc(C(=O)OC)cc1
-12	COc1ccc(C=Nc2ccccc2)cc1
4	NC(=O)C1CCN(C(=O)Cn2c(=S)[nH]c3ccccc3c2=O)CC1
5	CCOC(=O)N1CCN(Cc2cc(=O)oc3cc4c(cc23)CCC4)CC1
-5	C=C1c2cc(CC)ccc2NC(=O)N1c1ccccc1
1	Cc1nc2c(C(=O)N3CCCC3)cnn2c(C)c1Cc1ccccc1Cl

# More results
14-3-3 PPI	SMILES
0	CN1CCN(C(=O)c2ccc(C3SCC(=O)N3Cc3ccco3)cc2)CC1 (centres undefined)
4	O=C(COc1ccccc1)NCCc1cn2ccsc2n1
-227	CS(=O)(=O)Nc1ccc(C2=NN(S(C)(=O)=O)C(c3ccccc3)C2)cc1 (centres undefined)
-8	Cn1c(=O)c2c(nc(N3CCCCCC3)n2CC(O)COc2ccccc2)n(C)c1=O (centres undefined)
-16	Cc1ccc2nc(-c3cc(NC(=O)c4cc(Cl)ccc4[N+](=O)[O-])ccc3Cl)oc2c1
-2	CNS(=O)(=O)c1cc(-c2nnc(Nc3ccc(C)cc3C)c3ccccc23)ccc1C
3	Cc1ccc(C)c(S(=O)(=O)NCC(=O)O)c1
-2	CCN(CC)S(=O)(=O)c1ccc(C(=O)N=c2sc3cc([N+](=O)[O-])ccc3n2C)cc1
1	COc1ccc(CNC(=O)Cc2cn(C)c3ccccc23)c(OC)c1
-6	Cc1ccc2c(=O)c(CN(C)Cc3ccccc3)c(C)[nH]c2c1C
-8&-5	COC(=O)c1cn[nH]c1N
-13	CCn1c(COc2ccc(Cl)cc2)nnc1SCC(=O)Nc1ccc2c(c1)OCO2
-8	COc1ccc(C(=O)NCc2ccc(S(N)(=O)=O)cc2)c(OC)c1
-1	O=[N+]([O-])c1cc(Br)c(O)c(C=Nc2ccc(OC(F)(F)C(F)F)cc2)c1
3	COC(=O)c1ccc(NC(=O)c2cccc(OC)c2)cc1
3	CCOC(=O)c1ccccc1NC(=O)CN(c1cccc(OC)c1)S(C)(=O)=O
-7	COc1ccc(OCC(=O)N2CCN(C(=O)c3ccccc3)CC2)cc1
3	CC1CCC(NC(=O)C(NC(=O)c2ccc(C34CC5CC(CC(C5)C3)C4)cc2)C(C)C)CC1 (centres undefined)
-8	COc1cc(-c2nc3ccccc3c(=O)n2CC#N)cc(OC)c1OC
-8	CNC(=O)C1=NCCCc2cc(OC)c(OC)cc21
2	O=C(NCC1CCCO1)c1nn2c(c1Cl)NC(c1ccc(F)cc1)CC2C(F)(F)F (centres undefined)
-6	c1ccc(CSc2nnc3c(n2)-c2cccc4cccc-3c24)cc1
